Source: PubChem (several laboratories)
MEKK3 PB1 HTS: MEKK3-MEK5 PB1 interaction, increase or decrease. bead-based flow cytometry, Alexa488-MEK5 binding to MEKK3; actives lie on both sides; 0 = blocked by unlabeled MEK5, 100 = vehicle. Q99759. binding response (% of control), % at 10 µM. 290,000 tested, 1.4% active;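 active means binding response more than 3 SD above or below the average of its plate-row segment, actives on both sides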;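 further: Alexa488 bead fluorescence after subtracting the streptavidin-only scavenger bead signal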
Target sequence (Q99759 whole entry, looked up): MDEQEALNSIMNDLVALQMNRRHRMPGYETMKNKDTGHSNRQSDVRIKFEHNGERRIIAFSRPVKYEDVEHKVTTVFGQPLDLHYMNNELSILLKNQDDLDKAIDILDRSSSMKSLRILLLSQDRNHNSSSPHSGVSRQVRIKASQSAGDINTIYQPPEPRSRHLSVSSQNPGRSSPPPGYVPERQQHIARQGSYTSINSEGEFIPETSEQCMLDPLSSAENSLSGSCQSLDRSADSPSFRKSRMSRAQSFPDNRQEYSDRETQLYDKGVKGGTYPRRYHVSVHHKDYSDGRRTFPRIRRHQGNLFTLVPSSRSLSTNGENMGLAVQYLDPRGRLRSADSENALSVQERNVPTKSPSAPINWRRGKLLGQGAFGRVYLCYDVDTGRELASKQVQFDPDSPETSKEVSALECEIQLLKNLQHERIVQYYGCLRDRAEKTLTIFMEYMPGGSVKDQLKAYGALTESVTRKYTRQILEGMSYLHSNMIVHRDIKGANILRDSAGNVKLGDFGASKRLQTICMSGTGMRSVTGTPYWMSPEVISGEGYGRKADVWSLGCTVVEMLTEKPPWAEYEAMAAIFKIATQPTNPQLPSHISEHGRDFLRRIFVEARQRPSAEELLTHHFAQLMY
IDE cell inh: cellular human IDE inhibition; HEK cells, FAbetaB cleavage, fluorescence polarization; inhibition, % at 5.59 µM; 320,000 tested, 0.41% active; AID 434962;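 active means percent inhibition above the average of all tested compounds plus 3 SD, set per screening campaign, cut at about 16% in these data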;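 further: IDE supplied by intact live HEK cells; FP after avidin binding of uncleaved biotin substrate so inhibition keeps polarization high; 0% = DMSO wells and 100% = 60 µM reference IDE inhibitor Ii1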
MEKK2wt PB1 HTS: raises or lowers MEK5 binding to wildtype human MEKK2 PB1 domain; bead flow cytometry, Alexa488-MEK5 binding to MEKK2 WT; actives lie on both sides; Q9Y2U5; 290,000 tested, 1.1% active; binding response (% of control), % at 10 µM; in the data active means binding response below about 67% or above about 130%
SUMO HTRF inh: inhibitors of human SUMOylation (UBC9). P63279. HTRF SUMOylation assay, SAE1/SAE2 + UBC9, in vitro. inhibition, % at 35 µM. 290,000 tested, 0.36% active; in the data active means inhibition above about 50%, passing the limit was not always enough; further: strong numbers were not always called active
Target sequence (P63279 whole entry, looked up): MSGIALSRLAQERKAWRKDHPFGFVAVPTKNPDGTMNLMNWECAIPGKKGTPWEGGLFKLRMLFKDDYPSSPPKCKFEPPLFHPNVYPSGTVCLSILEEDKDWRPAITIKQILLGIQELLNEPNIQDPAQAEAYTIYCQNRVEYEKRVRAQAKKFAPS
IDE act: boosts human insulin-degrading enzyme activity in HEK cells. P14735. AID 493087. FAbeta-B cleavage, fluorescence polarization; 0% vehicle, 100% cell-free pure enzyme wells. activation, % at 5.96 µM. 340,000 tested, 0.073% active;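 active means activation above the mean of all tested compounds plus 3 SD, set per screening campaign, cut at about 17% in these data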
M18AAP inhibitor: blocks P. falciparum M18 aspartyl aminopeptidase; recombinant PfM18AAP, H-Glu-NHMec fluorogenic cleavage; inhibition, % at 7.35 µM; 290,000 tested, 1.2% active;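 active means inhibition above the campaign mean inhibition over all tested compounds plus 3 SD, cut at about 28% in these data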;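 further: 0% = plate median of test compound wells and 100% = 2 mM ZnCl2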
NALP1 inh: blocks the NALP1 inflammasome reconstituted in yeast. S. cerevisiae NALP1/ASC/caspase-1 growth, X-gal OD620, 72 h. inhibition, % at 10 µM. 280,000 tested, 0.61% active. AID 2071; in the data active means inhibition mostly above about 24%, no sharp cut-off; inactive means mostly below about 32%; further: some compounds called inactive have numbers as strong as hits
pCIP destab: lowers stability of the mouse p/CIP coactivator protein | F442A p/CIP-EGFP cells, EGFP fluorescence, 16 h | decrease of EGFP signal, % at 10 µM | Q05BA5 | 290,000 tested, 0.01% active;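 active means EGFP signal decrease of at least 30% at 10 µM or well 3 SD below plate mean, unless failing retest; inactive means the rest, including hits failing retest or dose response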; further: some compounds called inactive have numbers as strong as hits; many of its hits are not listed in these tables
MEKK2mut PB1 HTS: signal of MEK5 binding to mutant human MEKK2 PB1 domain. bead flow cytometry, Alexa488-MEK5 binding to MEKK2 mutant. percent response, % at 10 µM. 290,000 tested, 0.35% active. AID 1530; in the data active means percent response above about 24%, passing the limit was not always enough; further: inactives centre near 1; some results filed as inactive read as strong as hits; reference of the scale not given here
An asterisk follows results filed as active; nt = no result given. An excerpt. The share of hits here may be higher or lower than overall.

SMILES	MEKK3 PB1 HTS	IDE cell inh	MEKK2wt PB1 HTS	SUMO HTRF inh	IDE act	M18AAP inhibitor	NALP1 inh	pCIP destab	MEKK2mut PB1 HTS
CC(NCc1nc2ccccc2n1C)C12CC3CC(CC(C3)C1)C2 (stereo not drawn)	98.0	-0.6	99.0	14.7	2.2	0.1	11.6	-7.0	-8.0
CCc1ccc(NC(=O)N(C2CCC(C)CC2)C2CCN(C(C)=O)CC2)cc1 (stereo not drawn)	103.0	0.1	98.0	1.3	6.8	-3.3	4.6	-0.7	2.0
CCOc1ccccc1NC(=S)Nc1ccccc1F	104.0	0.3	102.0	15.1	4.7	-3.5	20.7	-0.9	11.0
CCCCCCN=C(C)c1ccccc1O	105.0	-1.1	100.0	1.9	6.8	7.3	3.6	-6.4	2.0
Cc1nc2c(sc3nc4c(cc32)COC(C)(C)C4)c(=O)o1	105.0	-2.2	107.0	23.4	3.5	-28.5	32.5	-17.4	4.0
CCC(Sc1nncn1C)C(=O)Nc1ccccc1OC (stereo not drawn)	104.0	5.3	102.0	-0.3	8.5	-10.8	23.5	0.1	4.0
NNC(=O)CN1C(=O)Nc2ccc(Br)cc2C1c1ccccc1 (stereo not drawn)	111.0	-5.2	105.0	7.0	1.9	3.0	6.2	2.4	6.0
CC(C)(C)c1ccc(C(=O)C2CCCN(C(=O)C3CCOCC3)C2)cc1 (stereo not drawn)	96.0	1.0	94.0	1.9	-7.8	4.1	16.3	-8.7	-13.0
O=C(CN1CCCC1)NC12CC3CC(CC(C3)C1)C2	98.0	-1.4	94.0	3.3	3.7	-0.3	37.9	3.4	-2.0
Cc1oc(-c2cccc(C(F)(F)F)c2)nc1CN1CCN(c2ccccn2)CC1	nt	1.4	nt	-2.5	-0.4	-10.3	11.3	-6.8	nt
COc1ccc(S(=O)(=O)N2CCOCC2)cc1NC(=O)CSc1nnc2ccccn12	107.0	-1.6	89.0	19.7	nt	5.7	5.1	8.4	-11.0
CCCCCCN1C(=O)C(O)=C(C(C)=O)C1c1ccccc1[N+](=O)[O-] (stereo not drawn)	97.0	nt	95.0	-1.7	5.6	11.2	12.6	-25.7	-3.0
Cc1ccc(N2C(=O)c3n[nH]c(C)c3C2c2ccccn2)cc1 (stereo not drawn)	nt	3.9	nt	29.5	1.4	-19.0	21.2	-87.3	nt
Cn1c(N)c(C(=O)CNC2CCCCC2)c(=O)n(C)c1=O	102.0	-3.1	103.0	nt	7.5	nt	nt	nt	2.0
COc1cccc(-n2cnc(=O)c3cccnc32)c1	103.0	0.6	103.0	1.1	-2.6	2.6	10.9	-1.5	-1.0
O=C(/C=C/c1ccc(F)cc1)NC(=S)N1CCCCC1c1cccnc1 (stereo not drawn)	68.0	7.4	61.0	-14.8	-3.4	8.1	nt	8.0	-10.0
CCc1cccc(CC)c1NC(=O)C1CCN(C(=O)c2ccco2)CC1	102.0	-4.0	99.0	8.8	2.9	3.2	10.1	-2.7	2.0
Cc1cccc(N2C(=O)N3[C@H](c4ccc(Br)cc4)[C@@H]4C(=O)N(C(C)(C)C)C(=O)[C@@H]4[C@]3(Cc3ccc(Cl)cc3)C2=O)c1	96.0	-10.2	88.0	-13.3	2.5	-5.9	8.5	-9.1	-1.0
CCOC(=O)C1CCN(C(=O)CCc2c(C)nc3cc(-c4ccccc4)nn3c2C)CC1	95.0	6.0	99.0	31.8	-2.7	1.4	-4.1	-16.5	-5.0
COc1cccc(-n2nnc3c(=O)n(CC(=O)N4CCC(Cc5ccccc5)CC4)cnc32)c1	104.0	2.4	117.0	-1.7	-0.9	-2.4	0.8	-10.6	8.0
CCOc1ccc(N(CC(=O)NC2CCCC2)C(=O)Cn2nnc(-c3ccc(C)o3)n2)cc1	100.0	nt	98.0	-1.0	4.4	1.2	-0.3	-6.4	1.0
O=[n+]1cc(-c2ccc(Cl)cc2)n([O-])c2c1CCC2	106.0	0.2	102.0	5.1	3.0	0.9	2.6	-2.2	3.0
O=C1Nc2cc(C(=O)N3CCN(c4ccccn4)CC3)ccc2S/C1=C\c1ccccc1	100.0	-5.3	96.0	nt	6.1	-7.3	1.4	-8.1	0.0
O=C(CSCc1ccc([N+](=O)[O-])cc1)NC1CCCCCC1	101.0	6.7	100.0	21.0	-0.3	-0.7	-5.0	-3.3	0.0
N#Cc1ccc(CN(c2ccncc2)S(=O)(=O)c2ccccc2)cc1	99.0	-4.4	102.0	10.6	0.0	-5.4	1.0	-2.1	2.0
COc1ccc(-c2cnnn2-c2ccc([N+](=O)[O-])cc2)cc1	101.0	1.3	98.0	-10.7	-1.8	0.6	19.7	2.9	-3.0
O=C(CC1Sc2ccccc2NC1=O)NNC(=O)Nc1ccc(Cl)cc1 (stereo not drawn)	83.0	-4.5	90.0	-7.2	7.7	-10.6	nt	-2.7	-7.0
CCN1C(=NCCOC)N[C@@H](c2cccs2)C(C(=O)OC)=C1C	100.0	-4.0	93.0	-1.8	-0.9	3.3	23.6	1.3	-9.0
CC12CC(NC(=O)N1CCc1ccccc1)c1ccccc1O2 (stereo not drawn)	101.0	7.9	97.0	-26.8	2.8	11.9	9.6	1.6	-4.0
Cc1c(C(=O)Nc2ccc(F)cc2)cn2c(nc3ccccc32)c1C#N	95.0	-2.9	87.0	53.0*	-4.1	-1.3	nt	-1.4	2.0
COc1ccc(/C=C/C(=O)O)cc1S(=O)(=O)N1CCc2ccccc21	100.0	nt	104.0	15.3	0.1	-0.6	19.9	-1.4	1.0
CCCCc1nnc(NC(=O)CS(=O)(=O)Cc2ccccc2)s1	106.0	-7.3	105.0	4.4	1.2	-2.2	14.1	-5.6	6.0
Cn1nc(C(F)(F)F)c(-c2cccc(C(F)(F)F)c2)c1NC(=O)c1cccnc1	104.0	1.2	103.0	2.2	nt	5.2	nt	-6.3	6.0
CCOC(=O)CC1COCCN1Cc1cn(C)nc1-c1ccccc1F (stereo not drawn)	99.0	-7.6	91.0	-8.7	-0.7	-3.1	-8.8	-11.9	-9.0
O=C(NCCc1ccc(F)cc1)NC12CC3CC(CC(C3)C1)C2	103.0	1.6	99.0	-6.8	-2.0	0.6	-10.8	0.3	-4.0
COc1ccc(C(=O)Nc2nc3ccccc3s2)c(OC)c1	106.0	-0.4	106.0	5.9	-1.3	1.7	nt	4.0	2.0
CC1CCCCN1C(=O)c1ccc(NC(=O)c2ccccc2Cl)cc1 (stereo not drawn)	104.0	-0.1	103.0	-11.8	3.3	-1.2	3.4	-2.6	-5.0
CC1=Nc2ncnn2C(c2ccccc2)/C1=N\O (stereo not drawn)	79.0	-0.5	85.0	-0.4	3.3	12.5	16.9	-7.5	-9.0
O=c1nc2s/c(=C\c3ccc(-c4ccccc4[N+](=O)[O-])o3)c(=O)n2nc1-c1ccccc1	109.0	nt	97.0	30.4	-1.2	15.1	9.0	7.8	-2.0
CN1N=C2c3ccccc3CCC2C1c1ccc(F)cc1 (stereo not drawn)	79.0	8.2	87.0	-22.1	nt	-2.0	nt	-5.7	-16.0
Cc1ccc(S(=O)(=O)Nc2ccsc2C#N)cc1	101.0	1.6	102.0	-8.6	2.5	4.4	-0.6	6.5	5.0
O=C(Nc1cc(C(F)(F)F)ccc1Cl)c1cccnc1	108.0	1.1	106.0	0.7	-4.0	-3.9	6.4	5.1	1.0
Cc1ccc(N2CCCC2=O)cc1S(=O)(=O)N1CCOCC1	102.0	4.2	101.0	-0.8	-3.4	-4.7	10.4	2.1	-2.0
CC(=O)N/C(=C\c1ccc(C)o1)C(=O)NCc1ccccc1	101.0	9.1	103.0	12.5	-1.9	3.7	-7.1	-4.0	5.0
Cc1nc(NC(=O)CSc2nnnn2Cc2ccccc2)sc1C	98.0	2.3	102.0	6.3	-3.7	-13.2	-10.9	-9.2	-1.0
NC(=O)c1ccccc1NC(=O)CCCCCn1nnc2ccccc2c1=O	101.0	9.7	100.0	-1.9	0.7	-3.8	-7.7	-2.5	2.0
CN1/C(=C\C(=O)c2ccco2)c2ccccc2CC1(C)C	103.0	-1.5	105.0	21.1	2.0	-0.1	21.7	0.5	6.0
Fc1ccc(-c2nc3ccccc3[nH]2)cc1	111.0	0.5	107.0	9.5	6.2	-11.4	36.4*	-12.8	4.0
CCOCCCNC(=O)c1ccc(NC(=O)C2CCCO2)cc1 (stereo not drawn)	99.0	2.4	101.0	13.0	-5.9	-4.5	19.1	-9.8	8.0
CSCCC(NC(=O)c1ccccc1)C(=O)OCC(=O)c1ccc[nH]1 (stereo not drawn)	101.0	-0.2	105.0	-5.6	5.1	-4.2	11.6	15.4	-1.0

The list goes on.
SMILES	MEKK3 PB1 HTS	IDE cell inh	MEKK2wt PB1 HTS	SUMO HTRF inh	IDE act	M18AAP inhibitor	NALP1 inh	pCIP destab	MEKK2mut PB1 HTS
O=C(c1cccc(F)c1)N1CCN=C1SCc1cccnc1	112.0	0.6	109.0	-2.3	3.9	9.4	-14.6	-7.1	5.0
Cc1ccc(S(=O)(=O)N2CCCC(C(=O)NCc3cccnc3)C2)cc1Cl (stereo not drawn)	92.0	-2.9	89.0	0.4	5.1	-11.8	-15.7	-13.8	-1.0
COc1ccc(C(=O)NC(=S)NNC(=O)c2c(-c3ccccc3)noc2C)cc1OC	108.0	0.8	101.0	-53.5	nt	10.6	-14.1	-11.9	3.0
CSc1nc(C(=O)N2CCc3c([nH]c4ccccc34)C2c2ccccn2)cs1 (stereo not drawn)	92.0	6.0	97.0	-13.3	1.9	-0.2	9.4	0.4	-10.0
O=C(COc1ccc(Br)cc1CO)Nc1ccccc1F	98.0	2.7	98.0	4.7	-0.9	5.0	2.0	11.5	2.0
COc1ccccc1CN(Cc1nc2ccccc2c(=O)[nH]1)C(=O)Nc1cccc(C)c1	101.0	4.6	102.0	-5.2	1.1	-2.0	12.9	-3.6	0.0
O=C(Cn1c(=O)oc2cc(S(=O)(=O)N3CCCC3)ccc21)N1CCN(c2ccccc2F)CC1	97.0	1.8	96.0	10.3	2.7	1.0	27.3	-0.3	1.0
O=[N+]([O-])c1ccc2[nH]cc(S(=O)(=O)N3CCN(c4cccc(Cl)c4)CC3)c2c1	104.0	-3.1	113.0	-7.9	0.6	0.0	17.0	-3.1	11.0
COc1ccc(CNS(=O)(=O)c2cc3c4c(c2)C(C)C(=O)N4CCC3)cc1 (stereo not drawn)	99.0	-1.5	101.0	9.1	4.5	-7.7	2.5	-7.4	1.0
O=C(Nc1ccccc1NC(=O)c1csnn1)c1csnn1	100.0	2.0	104.0	-9.6	8.6	73.4*	2.0	1.9	1.0
Cc1ccc(-c2csc(NCCc3nc4cc(Cl)c(Cl)cc4n3CCCO)n2)cc1	97.0	0.3	96.0	nt	-0.3	nt	nt	nt	1.0
COc1c(C)cc(S(=O)(=O)NCc2ccccn2)c(C)c1C	109.0	-2.8	106.0	6.7	0.1	-5.5	-0.6	2.0	1.0
O=C(O)c1ccc(NS(=O)(=O)c2ccc3c(c2)C(=O)c2cc(S(=O)(=O)Nc4ccc(C(=O)O)cc4)ccc2-3)cc1	100.0	1.0	99.0	15.1	3.7	4.2	19.9	-8.6	-2.0

For reference, part of the list above:
SMILES	MEKK3 PB1 HTS	IDE cell inh	MEKK2wt PB1 HTS	SUMO HTRF inh	IDE act	M18AAP inhibitor	NALP1 inh	pCIP destab	MEKK2mut PB1 HTS
Cc1c(C(=O)Nc2ccc(F)cc2)cn2c(nc3ccccc32)c1C#N	95.0	-2.9	87.0	53.0*	-4.1	-1.3	nt	-1.4	2.0
COc1ccc(/C=C/C(=O)O)cc1S(=O)(=O)N1CCc2ccccc21	100.0	nt	104.0	15.3	0.1	-0.6	19.9	-1.4	1.0
CCCCc1nnc(NC(=O)CS(=O)(=O)Cc2ccccc2)s1	106.0	-7.3	105.0	4.4	1.2	-2.2	14.1	-5.6	6.0
